TRPC4 act – TRPC4 (mouse) channel activation; AID 2237; 310,000 tested, 0.49% active; Q9QUQ5; B-score at 10 µM; HEK293 TRPC4beta/mu-opioid, Fluo4 calcium fluorescence; active compounds read high;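 active means B-score above 5 SD of library B-scores, and initial fluorescence ratio not above library mean plus 5 SD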;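 further: positive B-score marks a calcium rise read as TRPC4 activation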
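Assay system: HEK293 stable line with TRPC4beta plus mu-opioid receptor; schedule: 45 min room-temperature Fluo4 loading, 110 s read; technique: kinetic Fluo4 calcium fluorescence; evaluation: integrated baseline-normalised fluorescence ratio, converted to per-well B score; controls: buffer (low) and maximal DAMGO (high)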
KCNQ1 inh – human KCNQ1 channel inhibition; P51787; CHO-K1 KCNQ1, FluxOR thallium flux fluorescence; active compounds read high; B-score at 10 µM; 310,000 tested, 1.3% active; AID 2642;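 active means compounds whose thallium flux B-score, printed positive for inhibition, exceeds three library SD while starting fluorescence stays within three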;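 further: channel opened by potassium depolarization with thallium stimulus after 20 min compound exposure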
hERG protect – hERG (human) protection from proarrhythmic block. Q12809. CHO-hERG, FluxOR thallium flux, dofetilide IC70 present. activation (rescue from dofetilide block), less the hit threshold, % at 10 µM. 310,000 tested, 0.51% active. AID 1511;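 active means activation above the mean of controls blocked by dofetilide plus 5 SD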;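 further: thallium influx through hERG after potassium depolarization seen as dye fluorescence rise; in these data hits start at about 4.7%; inactives centre near -7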
HDAC3 inh – human HDAC3 inhibition; O15379; recombinant HDAC3, fluorogenic peptide/trypsin coupled, fluorescence; 320,000 tested, 0.15% active; inhibition, % at 8.3 µM; in the data active means inhibition above about 26%, passing the limit was not always enough
ANO1 activ – activators or potentiators of mouse TMEM16A chloride channel; Q8BHY3; HEK293 TMEM16A/YFP-H148Q/I152L, iodide quench fluorescence; active compounds read low; B-score at 10 µM; 340,000 tested, 0.3% active; AID 623877;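 active means fluorescence-ratio B-score plate-corrected deviation score at least 3 library SD below zero, with starting fluorescence score within 5 deviations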;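 further: channel opened by trigger with iodide after compound preincubation; score built on the fluorescence ratio of max minus min over baseline; more negative score means more quench and so TMEM16A activation or potentiation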
Target sequence (Q8BHY3 whole entry, looked up): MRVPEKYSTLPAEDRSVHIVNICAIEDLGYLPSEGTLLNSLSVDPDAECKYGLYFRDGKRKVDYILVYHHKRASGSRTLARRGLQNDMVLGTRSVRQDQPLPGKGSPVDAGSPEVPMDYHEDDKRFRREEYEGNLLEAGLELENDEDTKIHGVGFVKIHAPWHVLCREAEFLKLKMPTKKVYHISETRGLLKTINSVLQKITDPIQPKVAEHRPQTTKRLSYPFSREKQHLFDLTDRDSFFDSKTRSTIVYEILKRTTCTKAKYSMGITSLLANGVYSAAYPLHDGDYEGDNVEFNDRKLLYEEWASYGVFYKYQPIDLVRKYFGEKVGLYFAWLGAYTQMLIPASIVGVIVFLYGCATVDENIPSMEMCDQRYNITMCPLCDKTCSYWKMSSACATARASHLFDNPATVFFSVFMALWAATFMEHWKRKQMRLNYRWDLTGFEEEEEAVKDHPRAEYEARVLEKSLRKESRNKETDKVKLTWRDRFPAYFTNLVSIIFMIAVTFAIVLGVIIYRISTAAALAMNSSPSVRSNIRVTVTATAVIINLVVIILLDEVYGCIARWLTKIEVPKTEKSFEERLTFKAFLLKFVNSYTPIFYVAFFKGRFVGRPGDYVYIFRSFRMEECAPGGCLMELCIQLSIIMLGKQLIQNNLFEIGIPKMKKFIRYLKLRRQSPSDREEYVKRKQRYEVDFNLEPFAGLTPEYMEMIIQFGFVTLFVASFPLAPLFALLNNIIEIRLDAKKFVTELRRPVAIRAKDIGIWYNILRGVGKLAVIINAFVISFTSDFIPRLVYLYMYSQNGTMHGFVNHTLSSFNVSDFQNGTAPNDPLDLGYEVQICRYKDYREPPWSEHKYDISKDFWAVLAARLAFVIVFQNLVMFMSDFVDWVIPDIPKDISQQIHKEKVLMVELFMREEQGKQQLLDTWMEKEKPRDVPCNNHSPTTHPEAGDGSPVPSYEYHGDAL
ANO1 block – mouse TMEM16A channel inhibition, primary screen; normalized B-score (activity score, 25-100; higher = stronger inhibition) at 10 µM; Q8BHY3; AID 588511; 310,000 tested, 1.2% active; HEK293 TMEM16A/YFP iodide influx fluorescence, ionomycin;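 active means ratio plate-corrected score three or more library SD toward inhibition, starting fluorescence score within five deviations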;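 further: score derived from kinetic fluorescence span divided by baseline fluorescence per well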
KCNQ1 act – human KCNQ1 channel potentiation or activation; P51787; 310,000 tested, 0.35% active; CHO-K1 KCNQ1, thallium flux FluxOR fluorescence; active compounds read high; B-score at 10 µM;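 active means fluorescence ratio B-score, a plate-corrected score, at least three library SD, with initial intensity B-score within 5 SD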
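Schedule – 37 °C overnight plating, 90-min dark dye load, 20-min compound pretreatment · System – stable KCNQ1 CHO-K1 line · Probe or stimulus – thallium- and potassium-containing depolarizing buffer · Measured by – kinetic FluxOR fluorescence, 10 s baseline plus 110 s post-stimulus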
TRPC4 PAM – TRPC4 (mouse) allosteric potentiation; HEK293 TRPC4beta/mu-opioid, DAMGO EC20, Fluo-4 Ca2+ flux; active compounds read high; B-score at 10 µM; AID 2227; Q9QUQ5; 310,000 tested, 0.42% active;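 active means B-score of calcium response area above 5 SD of library B-scores, with initial fluorescence ratio within 5 SD of library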;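 further: B-score of integrated fluorescence ratio over time as area under calcium response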
KCNK3 block – human KCNK3 channel inhibition, primary screen; CHO-KCNK3 thallium flux, FluxOR fluorescence; active compounds read low; B-score at 10 µM; 340,000 tested, 0.84% active;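 active means B-score under library mean minus 4 SD, starting fluorescence ratio at most library mean plus 5 SD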;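 further: more negative B-score means stronger inhibition of thallium flux through KCNK3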
KCNK9 block – human KCNK9 channel inhibition; 310,000 tested, 1.2% active; HEK293 KCNK9, FluxOR thallium flux fluorescence; active compounds read low; AID 488922; Q9NPC2; B-score at 10 µM;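 active means ratio B-score over 3 SD below the library mean, with starting fluorescence within 5 SD of its mean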;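 further: negative B-score means less thallium flux so channel inhibition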
DYRK1A inh – inhibitors of rat Dyrk1A kinase | inhibition, % at 12.5 µM | 310,000 tested, 0.43% active | ADP-Glo luminescence, NFATc1 peptide; in the data active means inhibition above about 50%;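 further: plate controls were vehicle with enzyme for no effect and no enzyme for full effect; many of its hits are not listed in these tables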
* marks the source's active call; other numbers are inactive results; & = joins results of further samples. The list is partial. The share of hits here may be higher or lower than overall.

The opening 2 records, ahead of the listing:
Results for Cn1c(Cc2csc(N)n2)nnc1SCC(=O)NC1CCCCC1 ?
TRPC4 act: inactive; KCNQ1 inh: inactive; hERG protect: -3; HDAC3 inh: 1; ANO1 activ: inactive; ANO1 block: inactive; KCNQ1 act: inactive; TRPC4 PAM: inactive; KCNK3 block: inactive; KCNK9 block: inactive

Results for COc1ccccc1CCC(=O)NNC(=O)c1ccc(Br)cc1 ?
TRPC4 act: inactive; KCNQ1 inh: inactive; hERG protect: -4; HDAC3 inh: 0; ANO1 activ: inactive; ANO1 block: inactive; KCNQ1 act: inactive; TRPC4 PAM: inactive; KCNK3 block: inactive; KCNK9 block: inactive; DYRK1A inh: -3

The list itself, previewed entries included:
Results for Cn1c(Cc2csc(N)n2)nnc1SCC(=O)NC1CCCCC1 ?
TRPC4 act: inactive; KCNQ1 inh: inactive; hERG protect: -3; HDAC3 inh: 1; ANO1 activ: inactive; ANO1 block: inactive; KCNQ1 act: inactive; TRPC4 PAM: inactive; KCNK3 block: inactive; KCNK9 block: inactive

Results for COc1ccccc1CCC(=O)NNC(=O)c1ccc(Br)cc1 ?
TRPC4 act: inactive; KCNQ1 inh: inactive; hERG protect: -4; HDAC3 inh: 0; ANO1 activ: inactive; ANO1 block: inactive; KCNQ1 act: inactive; TRPC4 PAM: inactive; KCNK3 block: inactive; KCNK9 block: inactive; DYRK1A inh: -3

How did CCOC(=O)c1ccc(NC(=O)COc2ccc(CNCCO)cc2OCC)cc1 do in these assays?
TRPC4 act: inactive; KCNQ1 inh: inactive; hERG protect: -7; HDAC3 inh: 0; ANO1 activ: inactive; ANO1 block: inactive; KCNQ1 act: inactive; TRPC4 PAM: inactive; KCNK3 block: inactive; KCNK9 block: inactive; DYRK1A inh: 2

Results for COC(=O)c1cccc(C(=O)N2CCCC(CCC(=O)N(C)CCc3ccccn3)C2)c1 (stereo not given) ?
TRPC4 act: inactive; KCNQ1 inh: inactive; hERG protect: -4; ANO1 activ: inactive; ANO1 block: inactive; KCNQ1 act: inactive; TRPC4 PAM: inactive; KCNK3 block: inactive; KCNK9 block: inactive; DYRK1A inh: 0

What do the screens show for `COc1cccc(N(CC(=O)NCCSc2ccccc2)S(C)(=O)=O)c1`?
TRPC4 act: inactive; KCNQ1 inh: inactive; hERG protect: -3; HDAC3 inh: 1; ANO1 activ: inactive; ANO1 block: inactive; KCNQ1 act: inactive; TRPC4 PAM: inactive; KCNK3 block: inactive; KCNK9 block: inactive; DYRK1A inh: -10

How did O=C(CCc1ccccc1)NNC(=O)c1ccc(F)cc1 do in these assays?
TRPC4 act: inactive; KCNQ1 inh: inactive; hERG protect: -9; HDAC3 inh: -1; ANO1 activ: inactive; ANO1 block: inactive; KCNQ1 act: inactive; TRPC4 PAM: inactive; KCNK3 block: inactive; KCNK9 block: inactive; DYRK1A inh: -1

What do the screens show for `CCOC(=O)c1c(CN2CCOCC2)n(C)c2cc(Br)c(O)c(CN(C)C)c12`?
TRPC4 act: inactive; KCNQ1 inh: inactive; hERG protect: -4&-3; HDAC3 inh: 11&5; ANO1 activ: inactive; ANO1 block: inactive; KCNQ1 act: inactive; TRPC4 PAM: inactive; KCNK3 block: inactive; KCNK9 block: inactive; DYRK1A inh: 14&-1

Results for CCCCOc1ccc(C(=O)NCC(=O)OC2CCOC2=O)cc1 (stereo not given) ?
TRPC4 act: inactive; KCNQ1 inh: inactive; hERG protect: -8; HDAC3 inh: -4; ANO1 block: inactive; KCNQ1 act: inactive; TRPC4 PAM: inactive; KCNK3 block: inactive; KCNK9 block: inactive; DYRK1A inh: -6

How did O=C1C2Sc3[nH]c(=O)sc3C(c3cc([N+](=O)[O-])ccc3O)C2C(=O)N1c1ccccc1 (stereo not given) do in these assays?
TRPC4 act: inactive; KCNQ1 inh: inactive; hERG protect: -12; HDAC3 inh: 0; ANO1 activ: inactive; ANO1 block: inactive; KCNQ1 act: inactive; TRPC4 PAM: inactive; KCNK3 block: inactive; KCNK9 block: inactive; DYRK1A inh: -3

How did Fc1ccccc1C1c2[nH]c3ccccc3c2CCN1Cc1ccoc1 (stereo not given) do in these assays?
TRPC4 act: inactive; KCNQ1 inh: inactive; hERG protect: -7; HDAC3 inh: 2; ANO1 activ: inactive; ANO1 block: inactive; KCNQ1 act: inactive; TRPC4 PAM: inactive; KCNK3 block: inactive; KCNK9 block: inactive; DYRK1A inh: 2

How did O=S(=O)(Nc1ccccc1)c1ccc(NS(=O)(=O)c2cccs2)cc1 do in these assays?
TRPC4 act: inactive; KCNQ1 inh: inactive; hERG protect: -12; HDAC3 inh: 7; ANO1 activ: inactive; ANO1 block: inactive; KCNQ1 act: inactive; TRPC4 PAM: inactive; KCNK3 block: inactive; KCNK9 block: inactive; DYRK1A inh: 7

What do the screens show for `CCOc1ccc(NS(=O)(=O)c2ccc(C(=O)N(C)Cc3cccc(OC)c3OC)cc2)cc1`?
TRPC4 act: inactive; KCNQ1 inh: inactive; hERG protect: -12; HDAC3 inh: 3; ANO1 activ: inactive; ANO1 block: inactive; KCNQ1 act: inactive; TRPC4 PAM: inactive; KCNK3 block: inactive; KCNK9 block: inactive; DYRK1A inh: 4

What do the screens show for `COc1ccc(CC(=O)Oc2ccc(C)cc2Br)cc1S(=O)(=O)N1CCOCC1`?
TRPC4 act: inactive; KCNQ1 inh: inactive; hERG protect: -10; HDAC3 inh: -4; ANO1 activ: inactive; ANO1 block: inactive; KCNQ1 act: inactive; TRPC4 PAM: inactive; KCNK3 block: inactive; KCNK9 block: inactive; DYRK1A inh: 1

How did COc1cc(/C=N/NC(=O)c2ccc3ccccc3c2)ccc1Oc1ccc([N+](=O)[O-])cn1 do in these assays?
TRPC4 act: inactive; KCNQ1 inh: inactive; hERG protect: -7; HDAC3 inh: 3; ANO1 activ: inactive; ANO1 block: inactive; KCNQ1 act: inactive; TRPC4 PAM: inactive; KCNK3 block: inactive; KCNK9 block: inactive; DYRK1A inh: 3

Results for Brc1ccc2c(c1)C(c1cccnc1)=NNC(c1cccs1)=N2 ?
TRPC4 act: inactive; KCNQ1 inh: inactive; hERG protect: -9; HDAC3 inh: 2; ANO1 activ: inactive; ANO1 block: inactive; KCNQ1 act: inactive; TRPC4 PAM: inactive; KCNK3 block: inactive; KCNK9 block: inactive; DYRK1A inh: 6

Results for CC1SCCN1S(=O)(=O)c1ccc2ccccc2c1 (stereo not given) ?
TRPC4 act: inactive; KCNQ1 inh: inactive; hERG protect: -6; HDAC3 inh: 1; ANO1 activ: inactive; ANO1 block: inactive; KCNQ1 act: inactive; TRPC4 PAM: inactive; KCNK3 block: inactive; KCNK9 block: inactive; DYRK1A inh: -1

Results for O=C(CCCN1C(=O)C(c2ccccc2)Oc2cccnc21)NCc1ccc(F)cc1 (stereo not given) ?
TRPC4 act: inactive; KCNQ1 inh: inactive; hERG protect: -5; HDAC3 inh: 3; ANO1 activ: inactive; ANO1 block: inactive; KCNQ1 act: inactive; TRPC4 PAM: inactive; KCNK3 block: inactive; KCNK9 block: inactive; DYRK1A inh: -4

What do the screens show for `Cc1cc(C)c(NC(=O)c2cc(C(=O)O)ccc2C(=O)O)c([N+](=O)[O-])c1`?
TRPC4 act: inactive; KCNQ1 inh: inactive; hERG protect: -4; HDAC3 inh: -1; ANO1 activ: inactive; ANO1 block: inactive; KCNQ1 act: inactive; TRPC4 PAM: inactive; KCNK3 block: inactive; KCNK9 block: inactive; DYRK1A inh: 0

Results for CC1OC23CCCCC2C(C#N)(C(=N)O3)C1(C#N)C#N (stereo not given) ?
TRPC4 act: inactive; KCNQ1 inh: inactive; hERG protect: -6; HDAC3 inh: 1; ANO1 activ: inactive; ANO1 block: inactive; KCNQ1 act: inactive; TRPC4 PAM: inactive; KCNK3 block: inactive; KCNK9 block: inactive; DYRK1A inh: 5

Results for COc1ccc(N2CCN(C(=O)Cn3cnc4c(cnn4-c4ccccc4)c3=O)CC2)cc1 ?
TRPC4 act: inactive; KCNQ1 inh: inactive; hERG protect: 0; HDAC3 inh: -13; ANO1 activ: inactive; ANO1 block: inactive; KCNQ1 act: inactive; TRPC4 PAM: inactive; KCNK3 block: inactive; KCNK9 block: inactive; DYRK1A inh: 2

Results for O=S(=O)(c1ccccc1)N(Cc1ccccn1)Cc1ccccn1 ?
TRPC4 act: inactive; KCNQ1 inh: inactive; hERG protect: -5; HDAC3 inh: -2; ANO1 activ: inactive; ANO1 block: inactive; KCNQ1 act: inactive; TRPC4 PAM: inactive; KCNK3 block: inactive; KCNK9 block: inactive; DYRK1A inh: -6

Results for COc1cc(/C=N/NC(=O)c2nonc2C)ccc1O ?
TRPC4 act: inactive; KCNQ1 inh: inactive; hERG protect: -10; HDAC3 inh: 6; ANO1 activ: inactive; ANO1 block: inactive; KCNQ1 act: inactive; TRPC4 PAM: inactive; KCNK3 block: inactive; KCNK9 block: inactive; DYRK1A inh: -5

How did Cn1c(CCNC(=O)c2cc(COc3ccc(F)c(F)c3)on2)nc2ccccc21 do in these assays?
TRPC4 act: inactive; KCNQ1 inh: inactive; hERG protect: -12; HDAC3 inh: -1; ANO1 activ: inactive; ANO1 block: inactive; KCNQ1 act: inactive; TRPC4 PAM: inactive; KCNK3 block: inactive; KCNK9 block: inactive; DYRK1A inh: -4

How did Cc1cc(C)cc(-c2nnc(SCC(=O)NCc3cccs3)o2)c1 do in these assays?
TRPC4 act: inactive; KCNQ1 inh: inactive; hERG protect: -10; HDAC3 inh: 2; ANO1 activ: inactive; ANO1 block: inactive; KCNQ1 act: inactive; TRPC4 PAM: inactive; KCNK3 block: inactive; KCNK9 block: inactive; DYRK1A inh: -7

Results for CCn1nc(C)cc1C(=O)Sc1ccc(C)cc1 ?
TRPC4 act: inactive; KCNQ1 inh: inactive; hERG protect: -5; HDAC3 inh: 8; ANO1 activ: inactive; ANO1 block: inactive; KCNQ1 act: inactive; TRPC4 PAM: inactive; KCNK3 block: inactive; KCNK9 block: inactive; DYRK1A inh: -5

Results for CCCCCCCNC1=CC(=O)CC(c2ccccc2)C1 (stereo not given) ?
TRPC4 act: inactive; KCNQ1 inh: inactive; hERG protect: -18; HDAC3 inh: 1; ANO1 activ: inactive; ANO1 block: inactive; KCNQ1 act: inactive; TRPC4 PAM: inactive; KCNK3 block: inactive; KCNK9 block: inactive; DYRK1A inh: -4

Compound activity: PubChem, several laboratories
